Source: PubChem (National Center for Advancing Translational Sciences (NCATS))
aSyn rescue = rescues yeast growth from alpha-synuclein toxicity; Yeast expressing alpha-synuclein, growth rescue, BacTiter-Glo, 24 h; actives 0.14% (n = 370,000); Potency, µM (top dose mostly 46.1 µM), inactives show at the top dose growth rescue (activation), hits mostly activators; note: potency is the fitted concentration of half-maximal effect; % of control where 0% means no effect; nearly all actives have a fitted effect of over 65% in size
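Screening used galactose-induced yeast with toxic alpha-synuclein levels, exposed to compound for 24 hr at 30 deg C. Cell growth, read with BacTiter-Glo luminescence, gave the measured signal.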
PTHR1 ag = activates the human parathyroid hormone receptor PTHR1; HEK293 GP2 PTHR1 cells, GloSensor cAMP luminescence, 1 h; actives 0.075% (n = 410,000); Q03431; Potency, µM (doses to about 115 µM), inactives show at the highest dose activation, actives largely listed as activators; note: potency is the fitted concentration of half-maximal effect; nearly all actives have a fitted effect of over 55% in size; some results filed as inactive show a strong effect at the top dose; inactives centre near -15; many of its hits are not listed in these tables
Target sequence (Q03431 whole entry, looked up): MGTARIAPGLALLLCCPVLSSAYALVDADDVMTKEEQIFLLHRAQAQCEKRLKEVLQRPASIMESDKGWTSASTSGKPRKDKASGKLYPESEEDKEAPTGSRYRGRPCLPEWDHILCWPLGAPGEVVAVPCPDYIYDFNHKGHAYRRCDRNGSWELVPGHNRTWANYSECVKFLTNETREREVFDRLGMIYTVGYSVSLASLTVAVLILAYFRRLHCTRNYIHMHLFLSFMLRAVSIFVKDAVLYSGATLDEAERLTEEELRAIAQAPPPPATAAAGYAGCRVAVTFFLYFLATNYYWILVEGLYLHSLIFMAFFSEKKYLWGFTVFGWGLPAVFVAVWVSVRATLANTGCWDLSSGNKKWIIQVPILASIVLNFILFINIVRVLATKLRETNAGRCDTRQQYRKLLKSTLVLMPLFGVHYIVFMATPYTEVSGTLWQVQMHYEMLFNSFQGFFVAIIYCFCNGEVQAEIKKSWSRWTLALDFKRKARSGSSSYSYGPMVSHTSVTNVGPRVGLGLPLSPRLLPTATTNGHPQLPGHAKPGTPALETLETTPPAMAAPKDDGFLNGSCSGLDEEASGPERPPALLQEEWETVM
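HEK-293-derived GP2 cells expressing PTHR1 and a GloSensor cAMP reporter, 3,000/well, plated overnight, given luciferin plus IBMX (each 0.5 mM as added) for 1 h at 37 °C, then compound for 1 h at 37 °C. Luminescence was read after 15 min at room temperature.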
pAkt inh = inhibitors of Akt phosphorylation. Neuro2A IGF-stimulated pAkt S473 HTRF, 20 min; active compounds read low. activity change, % for hits at 50 µM. AID 651550. actives 0.32% (n = 360,000); in the data active = activity change below about -80%; inconclusive = mostly about -51% to -80%; note: % is set by controls: 0 for no effect and ±100 for the full control effect
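Single-point screen (50 µM final compound) in Neuro2A cells stimulated 20 min with 6 nM IGF at 37 deg C. After lysis, Ser473-phosphorylated Akt read by HTRF (ex 330 nm, em 615/665 nm) as the 665/615 ratio.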
TDP43 rescue = TDP-43 toxicity inhibition in yeast. actives 1.8% (n = 410,000). TDP-43 expressing yeast growth rescue, BacTiter-Glo, 24 h. Potency, µM (doses to about 46.1 µM), without a hit: top-dose growth rescue (activation), most hits filed as activators; note: potency is the fitted concentration of half-maximal effect; % of control where 0% means no effect; nearly all actives have a fitted effect of over 50% in size
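Cell-based yeast growth screen: TDP-43 expression induced in galactose, inoculum OD600=0.02 after raffinose pregrowth to mid-log. Read-out BacTiter-Glo luminescence at 24 hr, 30 deg C; inhibition of toxicity seen as signal increase.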
Abeta yeast res = A-beta toxicity reversal in yeast | yeast expressing A-beta42, growth rescue, OD600, 48 h; response scale: 0% DMSO, 100% iron-clioquinol control | Potency, µM (doses to about 46.1 µM), without a hit: at the top dose growth rescue, usual class: activators | actives 0.063% (n = 410,000) | AID 1347071; note: potency is the fitted concentration of half-maximal effect; nearly all actives have a fitted effect of over 55% in size
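Yeast growth medium received pinned compounds, then yeast cells expressing toxic A-beta were added; plates incubated at 30 C for 48 hr. Growth read as absorbance at 600 nm, normalized to DMSO and equimolar FeCl3 plus clioquinol controls.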
D3 antag = antagonists of human D3 dopamine receptor; max response, negative = inhibition, %; P35462; D3R cells, DiscoveRx beta-arrestin luminescence, antagonist mode; active compounds read low; AID 652054; actives 2.5% (n = 360,000); in the data active = max response below about -50%; inconclusive = no clear call, values can overlap the other calls; note: % is set by controls: 0 for no effect and ±100 for the full control effect; mostly tested at two doses, the higher about 12 µM
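Cells expressing the human receptor were seeded at 1500 cells/well, incubated overnight at 37 degrees C in 5% CO2, then exposed to library compounds with dopamine controls for 90 minutes at 37 degrees C before luminescent detection.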
GLP-1R agonist = agonists of human GLP-1 receptor; P43220; HEK293 GLP-1R CRE-luciferase, luminescence, 4-6 h; cells express a hypersensitive GLP-1R form; Potency, µM (highest dose often 45.6 µM), without a hit: at the highest dose activation, hits mostly activators; actives 0.007% (n = 380,000); AID 624172; note: potency is the fitted concentration of half-maximal effect; % of control where 0% means no effect
Target sequence (P43220 whole entry, looked up): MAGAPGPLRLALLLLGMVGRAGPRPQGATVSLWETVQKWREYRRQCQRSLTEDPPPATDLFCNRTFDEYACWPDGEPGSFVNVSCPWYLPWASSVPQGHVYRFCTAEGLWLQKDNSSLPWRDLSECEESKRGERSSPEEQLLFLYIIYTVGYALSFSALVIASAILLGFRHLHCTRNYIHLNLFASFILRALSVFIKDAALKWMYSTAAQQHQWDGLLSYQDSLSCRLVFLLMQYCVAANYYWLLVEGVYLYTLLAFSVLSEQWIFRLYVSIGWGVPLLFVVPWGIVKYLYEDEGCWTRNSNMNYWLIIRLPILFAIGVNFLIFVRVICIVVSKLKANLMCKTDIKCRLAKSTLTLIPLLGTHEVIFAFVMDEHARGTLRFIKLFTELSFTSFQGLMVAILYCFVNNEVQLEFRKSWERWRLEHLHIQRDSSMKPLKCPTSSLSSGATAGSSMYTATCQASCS
FUS yeast rescue = suppressors of FUS proteinopathy in yeast; S. cerevisiae FUS-expressing, growth rescue, OD600, 24 h; Potency, µM (top dose mostly 76.6 µM), for inactives: at the highest dose growth rescue (activation), actives largely listed as activators; actives 0.24% (n = 390,000); AID 1347120;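 note: potency is the fitted concentration of half-maximal effect; plate controls were DMSO vehicle for no effect and reference control for full effect; nearly all actives have a fitted effect of over 55% in size; some results filed as inactive show a strong effect at the top dose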
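Absorbance at 600 nm, taken 24hr after compound addition, measured rescue of FUS-yeast growth at 30C. Induction used 2% galactose with seeding at OD 0.005. Controls: CP55940 from 92uM final, DMSO only.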
GLP1R inv ag = inverse agonists of human GLP-1 receptor; P43220; HEK293 GLP-1R CRE-luciferase, luminescence, 24 h; GLP-1R form is constitutively active; Potency, µM (highest dose often 38.3 µM), without a hit: at the top dose activity change, negative = inhibition, actives largely listed as inhibitors; actives 1.6% (n = 410,000); note: potency is the fitted concentration of half-maximal effect; % is set by controls: 0 for no effect and ±100 for the full control effect; nearly all actives have a fitted effect of over 55% in size
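Stable HEK293 clone (constitutively active GLP-1R + cAMP-response luciferase); 200 cells/uL plated, 12 h pre-culture, compound 24 hr, 37 deg C/5% CO2; detection reagent 12 min RT; luminescence.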
An asterisk follows results filed as active; i = inactive; ? = inconclusive; . = not tested or not shown; [ ] = dose if it differs, or a comment. Unless noted, calls come from the whole dose curve; as a rule, active = well fitted curve in the direction sought with a large enough effect; inconclusive = small, poorly fitted or top-dose-only effect, or another doubt; inactive = no such curve, though single readings can be large; an effect the other way counts as inactive or inconclusive. Some of the compounds tested, so the mix of outcomes need not match the whole.

SMILES | aSyn rescue | PTHR1 ag | pAkt inh | TDP43 rescue | Abeta yeast res | D3 antag | GLP-1R agonist | FUS yeast rescue | GLP1R inv ag
CSc1ccccc1NC(=O)c1cccnc1 | -1% | i | i | -2% | -14% | -24 | -5% | 27% | -2%
Cc1ccc(C(=O)Nc2nc3ccc(S(C)(=O)=O)cc3s2)cc1C | 0% | -10% | i | 0% | -9% | -11 | 13% | 1% | 38%[activator]
O=C(CCc1c[nH]c2ccccc12)NN1C(=O)NC2(CCCCC2)C1=O | -4% | 17% | i | -14% | -14% | 5 | -6% | -16% | -29%
CC1(C)CC(CC(=O)O)(c2ccc(Cl)cc2)CCO1 (stereo unspecified) | 19% | i | i | 1% | -6% | 18 | 2% | 11% | -8%
COc1cc(CCCN2C(=S)NC[C@@H]2Cc2ccccc2)cc(OC)c1OC | 2% | -51%[inhibitor] | i | 5% | -1% | 2 | 2% | 11% | 9%
CCOC(=O)C1=CCN(S(=O)(=O)c2ccccc2F)C1c1ccc(F)cc1 (stereo unspecified) | ? | -13% | i | 26% | -11% | 0 | -5% | 9% | -4%
COc1cccc(/C=C/C(=C2/C(=O)N(c3ccccc3)N=C2C)c2ccc(Br)cc2)c1OC | 2% | i | i | 15% | 32% | 4 | -12% | -25% | 9%
CN(C)c1ccc(CN(C(=O)c2cc3ccccc3oc2=O)C2CCS(=O)(=O)C2)cc1 (stereo unspecified) | 10% | i | i | -11% | -19% | 15 | -4% | 44% | 2%
CCOC(=O)CNC(=O)CSc1ncnc2c1nnn2-c1ccc(F)cc1 | -1% | i | i | 2% | 4% | -21 | 0% | 13% | 4%
CC1(C)CC2CC(C)(CN2/C=C2/CCCCC2=O)C1 (stereo unspecified) | 5% | -3% | i | 5% | 8% | 0 | 8% | 5% | 4%
COc1ccc(-n2c(CCc3ccccc3)n[nH]c2=S)cc1 | -5% | -14% | i | 11% | 4% | -1 | -4% | -13% | ?
O=C(C1CCCO1)N1CCN(C(=S)Nc2ccc(F)c(Cl)c2)CC1 (stereo unspecified) | -6% | -26% | i | -17%[0.397 µM] | -12% | -18 | 7% | 22% | -23%

3 entries from above, set out differently.
| SMILES | aSyn rescue | PTHR1 ag | pAkt inh | TDP43 rescue | Abeta yeast res | D3 antag | GLP-1R agonist | FUS yeast rescue | GLP1R inv ag |
| --- | --- | --- | --- | --- | --- | --- | --- | --- | --- |
| CC1(C)CC(CC(=O)O)(c2ccc(Cl)cc2)CCO1 (stereo unspecified) | 19% | i | i | 1% | -6% | 18 | 2% | 11% | -8% |
| COc1cc(CCCN2C(=S)NC[C@@H]2Cc2ccccc2)cc(OC)c1OC | 2% | -51%[inhibitor] | i | 5% | -1% | 2 | 2% | 11% | 9% |
| CCOC(=O)C1=CCN(S(=O)(=O)c2ccccc2F)C1c1ccc(F)cc1 (stereo unspecified) | ? | -13% | i | 26% | -11% | 0 | -5% | 9% | -4% |

(next part)
SMILES | aSyn rescue | PTHR1 ag | pAkt inh | TDP43 rescue | Abeta yeast res | D3 antag | GLP-1R agonist | FUS yeast rescue | GLP1R inv ag
Nc1ccc2c(c1)Cc1cc(Cl)c(Cl)cc1-2 | 3% | -16% | i | ? | -11% | 7 | 0% | . | -10%
Cc1ccc(CNC(=O)C(CC(C)C)OC(=O)c2ccco2)cc1 (stereo unspecified) | 5% | -23% | i | -4% | -2% | 8 | 6% | 23% | -46%
Cc1ccc(S(=O)(=O)N2CN(Cc3ccco3)c3nc4ccccc4nc32)cc1 | 9% | 10%[57.5 µM] | i | -22% | -17% | 23 | 1% | 25% | ?
CC1(C)CC(Cc2ccc(C(F)(F)F)cn2)N(C(=O)OC(C)(C)C)C1 (stereo unspecified) | 0% | 4% | i | 10% | -22% | -6 | . | -15% | 13%
COc1ccc([C@H]2CC(=O)C=C(c3ccc(CNC(=O)OC(C)(C)C)cc3)C2)cc1 | 2% | -74%[inhibitor] | i | 18% | -11% | 89 | 4% | 33% | ?
COC(=O)c1cc2sccc2n1Cc1ccc(F)cc1 | . | i | . | 6% | -3% | . | . | 18% | -26%
COc1ccc(NS(=O)(=O)c2cc(OC)ccc2OC)cc1 | 2% | i | i | -6% | 1% | -9 | 7% | 29% | ?
c1csc(-c2nnsc2-c2nc3ccccc3[nH]2)c1 | -3% | -10%[57.5 µM] | i | 0% | -17% | -28 | -2% | 6% | 0%
O=C(Cc1ccccc1)N/N=C/c1cc2c(cc1Cl)OCO2 | 0% | -19% | i | -11% | 13% | 9 | 8% | 6% | 3%
Cc1ccc(N2CC(c3nnc(Cc4ccc(F)cc4)o3)CC2=O)cc1 (stereo unspecified) | . | -16% | . | 20% | 8% | . | . | 11% | 9%
O=C(NCc1cn2ccccc2n1)C1CCC(=O)N(Cc2ccccc2F)C1 (stereo unspecified) | 5% | i | i | 14% | . | 2 | -4% | -9% | -21%
CC(NC(=O)c1ccc2c(c1)S(=O)(=O)N=C1CCCCCN12)c1ccc(S(N)(=O)=O)cc1 (stereo unspecified) | -11% | -15% | i | -13% | -2% | -22 | 2% | 21% | 27%
COc1ccc(CCN2C(=O)CCC3=C2CCC3=O)cc1OC | 0% | -11% | i | -2% | -12% | 23 | 9% | -16% | 31%[activator]
O=C1/C(=C/c2ccc(C(=O)O)cc2)CCC/C1=C\c1ccc(C(=O)O)cc1 | 12% | -27% | i | 5% | -3% | 10 | -3% | . | 7%
CCc1ccc(CN2CCc3nc(N4CCN(c5ccccc5F)CC4)ncc3C2)cc1 | . | -43%[inhibitor] | . | 7% | -7% | . | . | -18% | 12%
CSc1nc2c(sc3ccccc32)c(=O)n1Cc1ccc(C)cc1 | . | i | . | 25% | 5% | . | 2% | 4% | 7%
CC1(C)Cc2c(cnn2-c2ccc(F)cc2)C(NC(=O)C2=NNC(=O)CC2)C1 (stereo unspecified) | 8% | -4% | i | ? | 16% | 5 | 4% | -2% | 13%
CCCc1ccc(-c2ccc(C(=O)Oc3ccc(Br)cc3)cc2)nc1 | . | -30% | . | 11% | -12% | . | . | -17% | -14%
COCCCn1c(SCC(=O)NC(C)(C)C)nnc1-c1cccs1 | -1% | i | i | -13% | 14% | -3 | 4% | 6% | -4%
COc1ccc(OC)c(NC(=O)C2=C(C)C(=O)OC23CCN(C(C)C)CC3)c1 | . | i | . | -8% | -11% | . | . | 9% | 15%
COc1ccc(CCCNC(=O)C2Cc3c(-c4ccc(NC(C)=O)cc4)ccnc3O2)cc1 (stereo unspecified) | -2% | -26% | i | 12% | -9% | -6 | 12% | 16% | ?
COC(=O)c1ccc(CSc2nc3c(c(=O)n2-c2ccc(Br)cc2)SCC3)o1 | -5% | i | . | -25% | -14% | ? | 5% | ? | 7%
Cc1ccc(OCCOC(=O)Nc2ccccc2)cc1 | -9% | i | i | 10% | 10% | -21 | 1% | 7% | -25%
COC(=O)c1ccccc1NS(=O)(=O)c1cc2c(cc1C)N(C)CCO2 | . | i | . | -3% | -22% | . | . | -22% | -6%
Cc1ccc(N2C(=O)c3cccc(Oc4ccc(Cl)cc4)c3C2=O)c(C)c1 | -3% | i | i | 14% | 2% | -8 | 1% | 18% | ?
CC(c1ccccc1)n1c(-c2ccc(C(C)(C)C)cc2)n[nH]c1=S (stereo unspecified) | 0% | -26% | i | -11% | ? | -14 | 1% | 16% | ?
CC(=O)Nc1cccc(-c2ccnc3c2CC(C(=O)NCc2cccs2)O3)c1 (stereo unspecified) | -5% | i | i | 18% | 15% | -78* | 3% | -8% | ?
CC(=O)Cc1nsc(Nc2ccc(C)cc2)n1 | 2% | -13% | i | 0% | 12% | -11 | 11% | 4% | -6%
Cc1[nH]c(=S)[nH]c(=O)c1Cc1ccccc1 | -1% | i | i | -1% | 17% | 3 | 11% | 0% | 17%
O=C(COC(=O)/C=C/c1ccc(F)cc1)NC1CCCCCC1 | -6% | -4% | i | -6% | -4% | 9 | 4% | -10% | -9%
COC(=O)C(CC(=O)c1ccc(Cl)cc1)c1ccccc1 (stereo unspecified) | 2% | i | i | -16% | 6% | -14 | 7% | . | ?
CC(C)Cc1nn2c(=O)cc(COC(=O)c3cccc(NC(=O)CCc4ccccc4)c3)nc2s1 | . | i | . | 6% | -18% | . | . | -13% | 2%
Cc1cc(OCC(=O)OCC(=O)N2CCCCC2)ccc1Cl | 1% | i | i | -9% | -9% | 18 | -6% | -48% | 6%
Cc1ccc(NC(=O)CN(C)C(=O)c2ccc(NC(=O)CC3SC(N4CCCC4)=NC3=O)cc2)cc1 (stereo unspecified) | 0% | i | i | 1% | 5% | 2 | 5% | 17% | 26%
COc1cc(C(=O)O)ccc1O | -14% | -25% | i | 20% | -2% | -23 | 0% | -15% | 9%
O=C(O)c1cc(N2C(=O)CCC2=O)ccc1NCc1cccnc1 | -6% | -3% | i | 5% | 6% | 1 | -2% | -19% | 1%
Cc1ccc(S(=O)(=O)NCCC(c2ccccc2)c2ccco2)cc1 (stereo unspecified) | 3% | -24% | i | ? | -8% | -2 | 0% | . | ?
CCOC(=O)N1CCC(NC(=O)c2oc3c(F)cccc3c2C)CC1 | -3% | i | i | 24% | -8% | 1 | 11% | 10% | 19%
CC1CC(C)(C)OC(C[N+]2(C)CCCCC2)O1 (stereo unspecified) | 0% | i | i | -16% | -15% | -9 | 9% | 9% | 3%
CC(C)N(c1ccccc1)c1ccc(NC(=O)[C@@H]2O[C@H](CO)[C@@H](O)[C@H]2O)cc1 | -3% | -3% | i | -18% | -17% | -20 | -7% | -1% | 3%
O=C1CCCC2=C1C1(CCCC1)N=C(Nc1nc3ccccc3s1)N2 | -6% | i | i | -23% | -7% | -14 | -8% | -1% | 0%
Cc1cc(S(=O)(=O)NCc2ccccc2)ccc1OCC(=O)NCc1cccnc1 | 5% | -3% | i | -11% | 6% | 8 | 13% | 9% | 1%
